697 NFkB inh: inhibitors of PMA/ionomycin-induced NF-kB reporter, 697 cells, primary screen, B-cell NF-kB inhibitor project, cell-based, luminescence, uHTS; hit rate 0.33% among 330,000; inhibition, % at 4 µM; 697 B-cell NF-kB luciferase reporter, 16 h; in the data active = inhibition above about 35%
EBI2 block: EBI2 receptor antagonists, beta-arrestin recruitment, primary screen, cell-based, luminescence, 7a,25-OHC stimulation, uHTS; G-protein coupled receptor 183 (Homo sapiens), P32249; 7a,25-OHC stimulated; inhibition, % at 5 µM; hit rate 0.81% among 360,000; AID 651636, 2012; in the data active = inhibition above about 38%;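 also: enzyme fragment complementation signal reports receptor beta-arrestin coupling in cells; 0% = agonist plus DMSO wells and 100% = wells without agonist; some results beyond the cut were filed as inactive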
UBC13 inh: UBC13 polyubiquitin chain formation inhibitors, primary screen, biochemical, TR-FRET, uHTS; Ubiquitin-conjugating enzyme E2 N (Homo sapiens), P61088; inhibition, % at 20 µM; hit rate 0.47% among 330,000; AID 485273, 2010; in the data active = inhibition above about 45%, passing the limit was not always enough
APJ antagonist: antagonists of human apelin receptor APJ, primary screen, CHO-K1 cells, beta-arrestin complementation, luminescence. P35414. inhibition, % at 20 µM. hit rate 0.32% among 330,000;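 active = inhibition above about 40% at 20 µM, limit read from the data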;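 also: cells challenged with 10 nM apelin-13 agonist together with compound; plate controls were apelin-13 plus DMSO wells for no effect and DMSO wells lacking apelin-13 for full effect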
Target sequence (P35414 whole entry, looked up): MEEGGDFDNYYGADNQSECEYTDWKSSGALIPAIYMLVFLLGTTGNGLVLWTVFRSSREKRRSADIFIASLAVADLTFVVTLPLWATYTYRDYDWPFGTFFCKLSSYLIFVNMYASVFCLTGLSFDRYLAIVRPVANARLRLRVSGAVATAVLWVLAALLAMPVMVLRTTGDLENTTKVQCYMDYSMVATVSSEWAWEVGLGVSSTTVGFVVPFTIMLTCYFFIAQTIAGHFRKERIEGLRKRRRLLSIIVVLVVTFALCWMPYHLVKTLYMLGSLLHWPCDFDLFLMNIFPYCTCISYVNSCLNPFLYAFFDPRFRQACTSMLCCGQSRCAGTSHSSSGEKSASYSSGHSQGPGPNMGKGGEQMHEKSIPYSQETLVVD
Jurkat NFkB inh: inhibitors of induced NF-kB luciferase reporter, primary screen, TCR NF-kB activation inhibitor project, cell-based, luminescence, uHTS. Jurkat, PMA/ionomycin-induced NF-kB luciferase reporter. inhibition, % at 4 µM. hit rate 0.53% among 330,000. AID 435003, 2010; in the data active = inhibition above about 50%
Gli-Sufu block: Gli-Sufu pathway antagonists, primary screen, luciferase luminescence, Sufu-KO-LIGHT cells, uHTS. hit rate 0.74% among 340,000. AID 588413, 2011. inhibition, % at 5 µM. Sufu-KO-LIGHT fibroblasts, Gli luciferase reporter luminescence;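 active = inhibition above about 55%, limit read from the data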;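 also: 0% = DMSO-treated cells and 100% = wells with medium but no cells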
CCR6 antagonist: CCR6 receptor antagonists, primary screen, cell-based, CHO-K1, luminescence, beta-arrestin, uHTS | C-C chemokine receptor type 6 (Homo sapiens), P51684 | CHO-K1 CCR6 PathHunter beta-arrestin, CCL20-stimulated | inhibition, % at 20 µM | hit rate 0.49% among 340,000;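 active = compounds whose inhibition of the agonist-driven luminescence signal at 20 µM reaches about 50%, limit read from the data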;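 also: cells stimulated with CCL20 at 14 nM final; plate controls were DMSO with CCL20 for no effect and DMSO without agonist for full effect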
Target sequence (P51684 whole entry, looked up): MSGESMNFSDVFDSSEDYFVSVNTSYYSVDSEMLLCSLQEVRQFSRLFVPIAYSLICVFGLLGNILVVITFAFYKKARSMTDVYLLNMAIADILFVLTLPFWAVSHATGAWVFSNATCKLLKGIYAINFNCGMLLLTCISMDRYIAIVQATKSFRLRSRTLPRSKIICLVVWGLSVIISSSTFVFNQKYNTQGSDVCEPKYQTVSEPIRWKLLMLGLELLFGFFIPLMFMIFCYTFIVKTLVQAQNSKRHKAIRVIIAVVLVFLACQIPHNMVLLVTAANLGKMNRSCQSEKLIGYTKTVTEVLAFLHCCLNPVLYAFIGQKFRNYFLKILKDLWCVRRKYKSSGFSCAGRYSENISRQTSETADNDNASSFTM
CXCR6 inh: CXCR6 receptor inhibitors, primary screen, cell-based, beta-arrestin, luminescence, CHO-K1 PathHunter, 1536-well | hit rate 0.36% among 360,000 | inhibition, % at 20 µM | AID 602244, 2012 | C-X-C chemokine receptor type 6 (Homo sapiens), O00574; in the data active = inhibition above about 34%, passing the limit was not always enough;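 also: antagonist mode with CXCL16 agonist at 10 nM final; 0% = 10 nM CXCL16 with DMSO and 100% = unstimulated wells without agonist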
Target sequence (O00574 whole entry, looked up): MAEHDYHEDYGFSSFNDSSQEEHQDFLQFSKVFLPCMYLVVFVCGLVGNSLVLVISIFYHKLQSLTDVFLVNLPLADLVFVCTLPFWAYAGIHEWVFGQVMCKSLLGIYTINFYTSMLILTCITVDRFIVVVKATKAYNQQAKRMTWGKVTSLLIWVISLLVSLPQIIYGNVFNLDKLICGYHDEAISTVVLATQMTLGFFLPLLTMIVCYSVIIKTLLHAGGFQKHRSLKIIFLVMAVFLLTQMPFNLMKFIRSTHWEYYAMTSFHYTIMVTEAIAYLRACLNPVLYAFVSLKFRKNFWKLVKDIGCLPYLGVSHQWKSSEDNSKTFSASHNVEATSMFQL
Starred values were filed as active, the others as inactive.

For Cn1c(SCC(=O)N2CCN(S(=O)(=O)c3ccccc3)CC2)nc2ccccc21 the results were 697 NFkB inh 10, EBI2 block 17, UBC13 inh -1, APJ antagonist -6, Jurkat NFkB inh 15, Gli-Sufu block 4, CCR6 antagonist 4 and CXCR6 inh -8.
For O=C(NCC(c1ccco1)N1CCCCC1)c1cccc(S(=O)(=O)Nc2ccc(F)cc2)c1 (stereo not drawn) the results were 697 NFkB inh 16, EBI2 block -10, UBC13 inh 1, APJ antagonist 0, Jurkat NFkB inh 0, Gli-Sufu block 17, CCR6 antagonist -3 and CXCR6 inh 3.
Cn1c(=O)c(=O)n(C)c2cc(S(=O)(=O)CCC(=O)Nc3ccc(C(F)(F)F)cc3)ccc21 was read as 697 NFkB inh -20, EBI2 block -11, UBC13 inh -6, APJ antagonist 1, Jurkat NFkB inh 9, Gli-Sufu block -19, CCR6 antagonist 8 and CXCR6 inh -1.
Screening COc1cc(NC(=O)CCC2CCCC2)cc(-n2cnnn2)c1 returned 697 NFkB inh -6, EBI2 block -4, UBC13 inh 0, APJ antagonist 10, Jurkat NFkB inh 9, Gli-Sufu block -2, CCR6 antagonist 20 and CXCR6 inh -4.
CC(=O)Nc1ccc2c(CSc3nnc(-c4cccnc4)n3-c3ccc(C)cc3C)cc(=O)oc2c1 was read as 697 NFkB inh 0, EBI2 block -2, UBC13 inh 2, APJ antagonist -1, Jurkat NFkB inh 14, Gli-Sufu block 9, CCR6 antagonist 10 and CXCR6 inh -8.
For Nc1cccc(NC(=O)CCC(=O)NCc2ccco2)c1 the results were 697 NFkB inh 10, EBI2 block 2, UBC13 inh -7, APJ antagonist -28, Jurkat NFkB inh -2, Gli-Sufu block -17, CCR6 antagonist 1 and CXCR6 inh -6.
COc1ccc2[nH]c3c(c2c1)CCN1C(=O)C(CC(=O)NC/C=C(\C)CCC=C(C)C)C[C@H](C(=O)N2CCOCC2)[C@@]31CCC1CCCC1 (stereo partly drawn) was read as 697 NFkB inh 10, EBI2 block 16, Gli-Sufu block 5, CCR6 antagonist 12 and CXCR6 inh 10.
`Cc1ccc2nccc(C(=O)N3CCCC(Nc4ccc(C)c(C)c4)C3)c2c1` (stereo not drawn) gave 697 NFkB inh -14, EBI2 block 4, UBC13 inh -9, APJ antagonist 21, Jurkat NFkB inh -1, Gli-Sufu block 9, CCR6 antagonist 6 and CXCR6 inh 0.
For Cc1ccc(NC(=O)Cc2ccc3c(c2)CCCC3)cc1C the results were 697 NFkB inh 10, EBI2 block 11, UBC13 inh -1, APJ antagonist 14, Jurkat NFkB inh -8, Gli-Sufu block -4, CCR6 antagonist 24 and CXCR6 inh 2.
NNC(=O)c1cc2ccccc2cc1NS(=O)(=O)c1ccccc1 was read as 697 NFkB inh 7, EBI2 block 5, UBC13 inh 12, APJ antagonist 6, Jurkat NFkB inh -2, Gli-Sufu block -30, CCR6 antagonist -5 and CXCR6 inh -2.
For COc1cc(OC)c(OC)cc1CNCCSc1nnnn1C the results were 697 NFkB inh 7, EBI2 block 4, UBC13 inh -2, APJ antagonist 14, Jurkat NFkB inh -16, Gli-Sufu block 3, CCR6 antagonist -13 and CXCR6 inh -11.
Screening Cc1cc(C)n(-c2ccc(NC(=O)C3CCN(Cc4ccc(C)o4)CC3)cc2)n1 returned 697 NFkB inh -12, EBI2 block -9, UBC13 inh -2, APJ antagonist -30, Jurkat NFkB inh 9, Gli-Sufu block 0, CCR6 antagonist 9 and CXCR6 inh -2.
Screening CCCNS(=O)(=O)c1ccc(OCC(=O)N2CCc3ccccc3C2)c(C)c1 returned 697 NFkB inh 2, EBI2 block -22, UBC13 inh 0, APJ antagonist 2, Jurkat NFkB inh 0, Gli-Sufu block 8, CCR6 antagonist 1 and CXCR6 inh -12.
For CN(C(=O)C(=O)c1cn(CC(=O)N2CCCC2)c2ccccc12)C1CCCCC1 the results were 697 NFkB inh -24, EBI2 block -18, UBC13 inh -6, APJ antagonist 4, Jurkat NFkB inh 7, Gli-Sufu block 0, CCR6 antagonist 18 and CXCR6 inh 4.
`COC(=O)CSc1nnc(C2COc3ccccc3O2)n1-c1ccccc1` (stereo not drawn) gave 697 NFkB inh 7, EBI2 block -5, UBC13 inh -3, APJ antagonist 16, Jurkat NFkB inh -1, Gli-Sufu block -2, CCR6 antagonist 6 and CXCR6 inh -2.
`CC1CCCC(=NNC(=O)C2COc3ccccc3O2)C1` (stereo not drawn) gave 697 NFkB inh 7, EBI2 block -8, UBC13 inh -8, APJ antagonist -1, Jurkat NFkB inh -22, Gli-Sufu block -1, CCR6 antagonist -13 and CXCR6 inh -4.
`COc1cc(/C=N/Nc2nc(Nc3ccc(C)cc3)nc(-n3nc(C)cc3C)n2)cc(OC)c1OC` gave 697 NFkB inh 9, EBI2 block -18, UBC13 inh 0, APJ antagonist 1, Jurkat NFkB inh 39, Gli-Sufu block 12, CCR6 antagonist -14 and CXCR6 inh 6.
Screening CCC1CCCCN1C(=O)Cn1c(=O)oc2ccccc21 (stereo not drawn) returned 697 NFkB inh 7, EBI2 block -4, UBC13 inh 5, APJ antagonist 11, Jurkat NFkB inh 0, Gli-Sufu block 1, CCR6 antagonist 9 and CXCR6 inh 7.
COc1ccc(NC(=O)c2ccc(Oc3ncccn3)cc2)cc1 was read as 697 NFkB inh 1, EBI2 block 1, UBC13 inh -2, APJ antagonist 9, Jurkat NFkB inh -27, Gli-Sufu block -14, CCR6 antagonist 8 and CXCR6 inh 4.
`CN(C)CCCN(Cc1cc2cc3c(cc2[nH]c1=O)OCCO3)C(=O)NC1CCCCC1` gave 697 NFkB inh -2, EBI2 block 2, UBC13 inh 3, APJ antagonist -6, Jurkat NFkB inh -19, Gli-Sufu block 2, CCR6 antagonist 4 and CXCR6 inh -12.
Cc1ccnn1CC(=O)N/N=C/c1cn[nH]c1-c1ccc(F)cc1 was read as 697 NFkB inh 14, EBI2 block -10, UBC13 inh 10, APJ antagonist 14, Jurkat NFkB inh 12, Gli-Sufu block 43, CCR6 antagonist -9 and CXCR6 inh 2.
Screening Cc1ccc(N2C(=O)CC(n3nc(C)cc3C)C2=O)cc1 (stereo not drawn) returned 697 NFkB inh 19, EBI2 block -6, UBC13 inh 6, APJ antagonist 7, Jurkat NFkB inh 0, Gli-Sufu block -3, CCR6 antagonist -11 and CXCR6 inh 2.
`COc1cc([N+](=O)[O-])ccc1NC(=O)CCCOc1cccc(C)c1C` gave 697 NFkB inh -3, EBI2 block 6, UBC13 inh -12, APJ antagonist -14, Jurkat NFkB inh -3, Gli-Sufu block -10, CCR6 antagonist 27 and CXCR6 inh -4.
Cc1cccc(OCC(=O)N2CCN(C(=O)CCC3CCCC3)CC2)c1 was read as 697 NFkB inh 5, EBI2 block 12, UBC13 inh 4, APJ antagonist 14, Jurkat NFkB inh 4, Gli-Sufu block 20, CCR6 antagonist 19 and CXCR6 inh -1.
`O=C(Nc1ccccc1)c1cccnc1N1CCCC1` gave 697 NFkB inh 4, EBI2 block -8, UBC13 inh 0, APJ antagonist 3, Jurkat NFkB inh 10, Gli-Sufu block -5, CCR6 antagonist -14 and CXCR6 inh 1.
Cc1ccc(NC(=O)Cc2nc(COC(=O)C(C)NS(=O)(=O)c3ccc(C)cc3)cs2)cc1 (stereo not drawn) was read as 697 NFkB inh -1, EBI2 block -7, UBC13 inh -2, APJ antagonist -6, Jurkat NFkB inh -13, Gli-Sufu block -13, CCR6 antagonist 3 and CXCR6 inh -2.
For CCCC(=O)NNC(=O)c1c(O)c2ccccc2[nH]c1=O the results were 697 NFkB inh 18, EBI2 block 6, UBC13 inh 6, APJ antagonist 21, Jurkat NFkB inh -1, Gli-Sufu block -1, CCR6 antagonist 7 and CXCR6 inh -1.
`Cc1ccc(N2CC(C(=O)OCC(=O)c3ccc(C)c([N+](=O)[O-])c3)CC2=O)cc1` (stereo not drawn) gave 697 NFkB inh -13, EBI2 block 7, UBC13 inh -7, APJ antagonist 32, Jurkat NFkB inh 5, Gli-Sufu block -4, CCR6 antagonist 35 and CXCR6 inh 25.
For Cc1ccc(C)c(N(CC(=O)NN=C2CCCCCCC2)S(C)(=O)=O)c1 the results were 697 NFkB inh 11, EBI2 block 5, UBC13 inh 6, APJ antagonist 16, Jurkat NFkB inh -5, Gli-Sufu block 27, CCR6 antagonist 11 and CXCR6 inh 2.
Screening NS(=O)(=O)c1ccc(CCNC(=O)CN2CCCCC2)cc1 returned 697 NFkB inh 11, EBI2 block -10, UBC13 inh -6, APJ antagonist 5, Jurkat NFkB inh -1, Gli-Sufu block -1, CCR6 antagonist 1 and CXCR6 inh 7.
For C=CCn1c(-c2ccc([N+](=O)[O-])cc2)n[nH]c1=S the results were 697 NFkB inh 3, EBI2 block -4, UBC13 inh -9, APJ antagonist -15, Jurkat NFkB inh 6, Gli-Sufu block 5, CCR6 antagonist 32 and CXCR6 inh 8.
For Cc1cc(N/N=C/c2ccccc2O)nc(-c2ccccc2O)n1 the results were 697 NFkB inh -17, EBI2 block 20, UBC13 inh 4, APJ antagonist -20, Jurkat NFkB inh -25, Gli-Sufu block 36, CCR6 antagonist 3 and CXCR6 inh 11.
Screening Cc1cc(OCC(=O)NCCN2CCOCC2)ccc1Br returned 697 NFkB inh 3, EBI2 block 1, UBC13 inh 0, APJ antagonist 15, Jurkat NFkB inh 4, Gli-Sufu block 3, CCR6 antagonist -1 and CXCR6 inh -5.
For Cc1ccc2nc(-c3ccc(NC(=O)CCN4C(=O)c5ccccc5C4=O)cc3)sc2c1 the results were 697 NFkB inh -260, EBI2 block 2, UBC13 inh -19, APJ antagonist 16, Jurkat NFkB inh -187, Gli-Sufu block -52, CCR6 antagonist 5 and CXCR6 inh -1.
`CC(C)(Nc1ccccc1)C(=O)c1ccccc1` gave EBI2 block 3, Gli-Sufu block 1, CCR6 antagonist 6 and CXCR6 inh 2.
Screening O=S(=O)(c1cccs1)N1CCN(c2cccc(Cl)c2)CC1 returned 697 NFkB inh 11, EBI2 block 1, UBC13 inh 16, APJ antagonist 14, Jurkat NFkB inh 4, Gli-Sufu block -8, CCR6 antagonist 9 and CXCR6 inh 1.
`CCOc1ccc(Nc2ccc(S(=O)(=O)N3CCN(C)CC3)cc2[N+](=O)[O-])cc1OCC` gave 697 NFkB inh 13, EBI2 block -2, UBC13 inh -30, APJ antagonist 10, Jurkat NFkB inh 4, Gli-Sufu block 4, CCR6 antagonist 5 and CXCR6 inh 6.
For CCC(C)Cn1cnc2c(SCc3ccccc3F)nc(N)nc21 (stereo not drawn) the results were EBI2 block 9, Gli-Sufu block -38, CCR6 antagonist 15 and CXCR6 inh 7.
`NCCC1CCCC(CCN)N1` (stereo not drawn) gave 697 NFkB inh 9, EBI2 block -2, UBC13 inh 25, APJ antagonist 10, Jurkat NFkB inh 10, Gli-Sufu block -4, CCR6 antagonist 7 and CXCR6 inh -5.

Gathered by group: the entries above with two or more sulfur atoms (three)
For Cn1c(SCC(=O)N2CCN(S(=O)(=O)c3ccccc3)CC2)nc2ccccc21 the results were 697 NFkB inh 10, EBI2 block 17, UBC13 inh -1, APJ antagonist -6, Jurkat NFkB inh 15, Gli-Sufu block 4, CCR6 antagonist 4 and CXCR6 inh -8.
Cc1ccc(NC(=O)Cc2nc(COC(=O)C(C)NS(=O)(=O)c3ccc(C)cc3)cs2)cc1 (stereo not drawn) was read as 697 NFkB inh -1, EBI2 block -7, UBC13 inh -2, APJ antagonist -6, Jurkat NFkB inh -13, Gli-Sufu block -13, CCR6 antagonist 3 and CXCR6 inh -2.
Screening O=S(=O)(c1cccs1)N1CCN(c2cccc(Cl)c2)CC1 returned 697 NFkB inh 11, EBI2 block 1, UBC13 inh 16, APJ antagonist 14, Jurkat NFkB inh 4, Gli-Sufu block -8, CCR6 antagonist 9 and CXCR6 inh 1.

Source: PubChem (Sanford-Burnham Center for Chemical Genomics)
